Growth percent in the NCI-60 one-dose screen (48 h, 10 µM unless noted): 100 = growth as untreated, 0 = no growth, -100 = all killed.
SK-MEL-5 = SK-MEL-5 melanoma; AID 1794755; 80,000 tested, 6.4% active
M14 = M14 melanoma | 80,000 tested, 6.2% active | AID 1794745
SK-MEL-2 = SK-MEL-2 melanoma; 77,000 tested, 4.7% active
UACC-62 = UACC-62 melanoma; AID 1794756; 81,000 tested, 5.4% active
MALME-3M = MALME-3M melanoma | AID 1794766 | 78,000 tested, 5.8% active
UACC-257 = UACC-257 melanoma; 78,000 tested, 4.4% active; AID 1794764
EKVX = EKVX NSCLC. 71,000 tested, 3% active
A549/ATCC = A549/ATCC NSCLC | AID 1794740 | 81,000 tested, 3.7% active
The depositor's hits bear a star; / = no result given; & = joins results of further samples; [ ] = another dose, or the depositor's remark. How the source made its calls: active means growth percent below 10; inactive means the rest.

Each structure is followed by: UACC-257	SK-MEL-2	MALME-3M	M14	UACC-62	SK-MEL-5	EKVX	A549/ATCC
Cc1ccc(S(=O)(=O)NCCCSCCSCCCN)cc1
  98	108	106	94	98	97	99	100
Nc1cc2c([nH]c[n+]2CC#CCCl)c(SCC#CCCl)n1
  -60*	-30*	-46*	-91*	-91*	-93*	/	-7.5*
CC(O)CN1CNC(=S)NC1 (stereo unspecified)
  106	/	95	101	107	100	/	94
CC(=O)c1cccc(NC(=O)c2ccc(C(=O)Nc3cccc(C(C)=O)c3)cc2)c1
  91	105	105	105	107	100	/	96
Nc1nc(-c2ccc(Cl)cc2)nn1-c1nc2ccccc2s1
  93	102	70	84	87	87	79	64
Cc1nc2ncccc2c(=O)n1-c1ccc(S(N)(=O)=O)cc1
  99	99	101	89	/	96	100	93
C=CCOC(=O)c1ccc(Cl)cc1
  109	104	99	106	101	100	109	108
Clc1ccc(-c2nc3ccccc3s2)cc1
  107&121	112&106	103&104	104&99	89&91	86&98	76&77	95&110
COc1ccc(/C=C2\C(=O)Nc3ccc(Cl)cc32)cc1OCc1ccccn1
  73	96	38	53	21	52	24	41
N#CNc1nc2ccccc2[nH]1
  122	109	113	93	98	98	100	101
CCn1c(Cc2ccccc2Nc2c(Cl)cccc2Cl)nnc1SCC(=O)NN1C(=O)/C(=C/c2ccc(OC)cc2)SC1=S
  80	109	98	90	101	96	/	81
C#Cc1cccc(NC(=O)c2ccc(NC(=O)C=C)cc2)c1
  70[8.25 µM]	79[8.25 µM]	85[8.25 µM]	86[8.25 µM]	74[8.25 µM]	98[8.25 µM]	102[8.25 µM]	70[8.25 µM]
CCOc1ccc(-c2nonc2-[n+]2noc(=O)[nH]2)cc1
  116	104	98	101	91	/	94	102
Cc1c2oc3c(C)ccc(C(=O)OC(C)C4NC(=O)C(C(C)C)N(C)C(=O)CN(C)C(=O)C5CCCN5C(=O)C(C(C)C)NC4=O)c3nc-2c(C(=O)OC(C)C2NC(=O)C(C(C)C)N(C)C(=O)CN(C)C(=O)C3CCCN3C(=O)C(C(C)C)NC2=O)c(N)c1=O (stereo unspecified)
  /	-65*	-38*	-56*	-71*	-92*	5.9*	/
O=c1oc2cc(OS(=O)(=O)c3ccc(C(F)(F)F)cc3)ccc2c2c1CCCCC2
  66	/	85	87	72	61	/	53
CNc1ccc(C(C2=C(O)COC2=O)c2cc(OC)c(OC)c(OC)c2)cc1 (stereo unspecified)
  105	110	108	105	116	111	123	105
O=C(NNC(=O)c1nc2cc(F)ccc2n2cccc12)c1cnccn1
  54	67	38	23	20	43	29	29
O=CN/N=C/c1cc(Cl)cc(Cl)c1O
  82	81	84	81	94	89	/	84
O=C(Nc1nc2c(F)cc(F)cc2s1)C(Cl)(Cl)Cl
  99	116	98	96	95	99	95	102
NC(=S)N1N=C(c2ccc(Cl)cc2)CC1c1ccc2c(c1)OCO2 (stereo unspecified)
  115	100	/	101	86	103	81	97
Cc1ccc(-c2ccc(SCC(=O)Nc3ccc(S(N)(=O)=O)cc3)nn2)cc1
  108	114	98	112	91	96	99	108
Fc1cccc(-c2ccc3c(c2)C2(CCNCC2)CN3)c1
  126	102	109	109	87	97	97	100
CC(=O)CC[C@H]1C(=O)N[C@@H](C(C)C)C(=O)N[C@@H](Cc2cc(O)cc(F)c2)C(=O)N2CCC[C@H](N2)C(=O)O[C@H](/C(C)=C/C=C/C(=O)OC(C)(C)C)C/C=C/C=C/[C@H](O)[C@H](C)[C@H]1O
  53	62	74	55	52	51	71	50
COc1ccc(OC)c(C(=O)C(=O)c2cc(OC)ccc2OC)c1
  103	109	79	104	91	97	104	97
COc1ccccc1-[n+]1cc(-c2ccc(-c3ccccc3)cc2)n2c1CCCCC2
  -23*	-27*	0.9*	11	2.5*	-79*	9.1*	10
COCCn1cc(-c2nc(-c3cccnc3)cs2)c2cc(F)ccc21
  /	106	100	96	89	83	91	90
C#CCn1c(CO)ccc1CNc1ccc(OC)cc1
  100	110	96	102	92	98	96	100
COc1cc2ncnc(NN3CCN(CCO)CC3)c2cc1OC
  93	106	100	102	103	101	116	99
O=c1/c(=C\c2ccc(-c3ccccc3)o2)sc2nc(-c3ccccc3)nn12
  106	114	102	100	99	101	100	103
Cc1ccc(SCCC(=O)O)cc1
  103	108	102	120	100	104	103	99
COc1ccc(C(=O)/C=C/c2cccc([N+](=O)[O-])c2)cc1S(N)(=O)=O
  113	116	99	101	93	/	92	104
CCOC(=O)c1sc(/N=C2\C(=O)Nc3ccc(OC)cc32)nc1C
  115	87	125	108	98	106	64	105
C1=Cc2ccccc2CC1
  109	103	/	103	96	104	92	102
C=C(C)[C@@H]1CC[C@]2(C(=O)Nc3ccccn3)CC[C@]3(C)[C@H](CC[C@@H]4[C@@]5(C)CCCNC(C)(C)[C@@H]5CC[C@]43C)[C@@H]12
  9.8*	41	-2.7*	27	36	-96*	25	23
CCC1(CC)Oc2c(OC(C)=O)cccc2C(C)=C1c1ccc(OC)cc1
  96	82	85	83	101	95	92	84
O=c1c2ccccc2nc(CN2CCCC2)n1/N=C/c1ccccc1
  93	103	103	105	105	101	101	93
CCN1CCN(C(=O)NC(C(=O)NC2C(=O)N3C(C(=O)O)=C(CSc4nnnn4C)CSC23)c2ccc(O)cc2)C(=O)C1=O (stereo unspecified)
  99	97	91	105	110	106	99	100
CCCC(C)NCCNc1cc(OC)cc2cccnc12 (stereo unspecified)
  106	119	123	99	101	101	129	105
COC(=O)C(N)CS (stereo unspecified)
  108	120	105	100	/	101	105	105
Cc1c(C(=O)/C=C/Nc2ccc(S(N)(=O)=O)cc2)sc2nc3ccccc3n12
  95	92	83	95	81	92	87	57
CC(C)CCNC(=O)/C=C/Cn1ccc2ccccc2c1=O
  82	110	104	99	98	101	/	91
Cc1c(N(C)CS(=O)(=O)O)c(=O)n(-c2ccccc2)n1C
  108	106	94	103	97	/	93	97
CC(=O)Oc1cc(C)c(Cl)c2c(OC(C)=O)cc(C(C)=O)c(O)c12
  94	109	95	104	99	96	/	103
CCCC(=O)C[n+]1ccccc1
  95	103	/	110	101	107	/	102
O=C(/C=C/c1cn(-c2ccccc2)nc1-c1ccc(Br)cc1)c1cc2ccccc2oc1=O
  98	100	88	95	84	99	/	97
O=C(Cc1ccc(NS(=O)(=O)c2ccccc2)cc1)N1CCN(c2ccc(Cl)c(Cl)c2)CC1
  79	94	69	77	58	38	51	88
Nc1cc2c(cc1N)-c1cc(N)c(N)cc1C2
  /	111	102	101	100	101	89	98
Oc1ccc(CSc2nnc(-c3ccc(Br)cc3)n2-c2ccccc2)c2cccnc12
  25	39	52	30	0.4*	12	43	26
CCN(CC)CCOC(=O)Nc1cc(C)c(NC(=O)OCCN(CC)CC)c(C)c1
  98	84	102	94	90	101	101	96
CC1NC(=O)C(C)NC1=O (stereo unspecified)
  99	113	115	103	99	99	101	103
Cc1c2cnccc2c(C)c2c1c1cc(C(=O)O)ccc1n2C
  -31*	-65*	-32*	-0.9*	-55*	-85*	16	8.9*
CC(Oc1cc(Cl)c(Cl)cc1Cl)C(=O)NC(C(=O)O)C(C)C (stereo unspecified)
  88	82	106	99	97	99	96	88
COc1ccc(NC(=O)Nc2nc(N)n(-c3ccc(S(N)(=O)=O)cc3)n2)cc1
  103	113	88	95	94	98	104	88
O=C(NNc1nc(Cl)nc(NC2CCCC2)n1)c1cccnc1
  99[100 µM]	104[100 µM]	98[100 µM]	99[100 µM]	99[100 µM]	102[100 µM]	/	98[100 µM]
CC(C)(C)c1ccc(C(=O)Nc2nc3ccccc3s2)cc1
  115	102	94	102	96	92	/	101
OC[C@@H](O)[C@@H](O[C@@H]1O[C@H](CO)[C@H](O)[C@H](O)[C@H]1O)[C@H](O)[C@@H](O)CO
  114	/	109	109	102	94	100	110
COc1ccc(C2=NN3C(C2)c2ccccc2OC3c2ccncc2)cc1 (stereo unspecified)
  103	98	107	90	84	95	86	87
NC1=NN(c2ccccc2)C2=NC(=O)NC(c3ccc(Cl)cc3)C12 (stereo unspecified)
  92	96	94	95	71	76	85	69
Nc1ccc2oc(=O)c(C(=O)O)cc2c1
  107	114	96	107	94	105	95	101
O=C(O)CCC(CCC(=O)O)(C(=O)O)C(=O)O
  105	108	102	100	110	103	98	106

The list goes on.
Each structure is followed by: UACC-257	SK-MEL-2	MALME-3M	M14	UACC-62	SK-MEL-5	EKVX	A549/ATCC
O=C(O)c1ccc(N/C=C/C(=O)c2ccc(F)cc2)cc1
  103	103	106	105	97	100	106	98
O=C1C=CC(n2cc(F)c(=O)[nH]c2=O)O1 (stereo unspecified)
  90	109	59	71	44	60	93	51
C=CCC(=O)N[C@@H](Cc1ccc(-c2cc(Cl)cc(Cl)c2)cc1)[C@@H](O)[C@H](O)C(=O)OCC
  /	94	94	98	88	97	94	76
O=C(NNC(=O)c1ccncc1)Nc1ccc([N+](=O)[O-])cc1
  116	96	/	116	113	112	92	106
CCN(CC)CCCC(C)N/C(=C1\C(=O)NC(=O)\C1=C(/NC(C)CCCN(CC)CC)c1cccc(OC)c1)c1cccc(OC)c1 (stereo unspecified)
  /	/	-84*	-75*	-15*	-91*	/	-53*
CCOC(=O)C1(c2ccccc2)CCCNC1=O (stereo unspecified)
  99	98	100	128	96	97	101	96
c1cnc2ccc3c(c2c1)COCO3
  97	117	/	102	105	105	114	101
NCCN1C(=O)CNC1=S
  122	107	118	112	101	107	114	91
COc1ccc(C(=O)c2no[n+]([O-])c2C(=O)c2ccc(OC)cc2)cc1
  13	93	-69*	/	79	86	65	95
CCOc1ccccc1NC(=O)CC1Sc2ccccc2NC1=O (stereo unspecified)
  103	106	100	102	81	94	107	99
COc1cc(/C=N/O)ccc1O
  114	106	95	99	90	99	98	104
COC(=O)c1ccccc1N1C(=O)C=CC1=O
  103	97	78	101	111	106	/	102
COc1ccc(NC(=O)Oc2c(C)cc(Cl)cc2[N+](=O)[O-])cc1
  97	104	100	98	93	101	94	96
O=C(CCC(=O)Nc1ccc(-n2nnc3cc(Cl)c(Cl)cc32)cc1)Nc1ccc(-n2nnc3cc(Cl)c(Cl)cc32)cc1
  102	93	83	92	84	99	85	83
CCN1CCN(c2cc(C(=O)Nc3nc4ccc(Oc5ccnc(C(=O)NC)c5)cc4s3)cc(C(F)(F)F)c2)CC1
  94	/	76	68	91	64	92	86
COc1ccc2oc3c(C)c4c(c(C)c3c2c1)C(=O)N(CCCO)C4=O
  103	92	104	88	68	93	/	94
CCc1nc2cc(C)c(C)cc2[nH]1
  103	95	110	108	96	104	97	94
O=S(=O)(Nc1ccc(-c2nc(-c3cccc(O)c3)c(-c3ccnc(Br)c3)[nH]2)cc1)c1ccccc1
  44	24	40	26	16	-26*	53	52
C=C(C)[C@@H]1CC[C@]2(C(=O)O)CC[C@]3(C)[C@H](CC[C@@H]4[C@@]5(C)CCCNC(C)(C)[C@@H]5CC[C@]43C)[C@@H]12
  93	86	91	88	70	74	96	66
O=C(O)c1ccc(-c2nn(-c3ccc(C(F)(F)F)cc3)cc2CNc2cccc(C(=O)O)c2)cc1
  106	109	118	109	105	103	101	104
O=C(Nc1ccc(C2=NCCN2)cc1)c1cc(Cl)cc(C(=O)Nc2ccc(C3=NCCN3)cc2)c1
  118	129	122	97	101	95	101	102
CCOC(=O)/C(C#N)=C/c1ccccc1Cl
  109	100	105	100	104	100	101	102
COCO[C@@H]1C[C@]23CC[C@@H]4[C@](C)(COC(=O)Nc5ccccc5)CCC[C@@]4(C)[C@@H]2CC[C@@]1(C)C3
  88	93	92	94	90	90	73	85
O=[N+]([O-])c1ccc(N=Nc2c(S(=O)(=O)O)cc3cccc(S(=O)(=O)O)c3c2O)cc1
  98	/	114	115	81	107	119	89
Nc1ccc(-c2cc3c(NCc4ccccc4)ncnc3s2)cc1
  86	85	91	103	72	56	58	71
COC(=O)Nc1ccc(-c2nc(-c3cccc(OC)c3)c(-c3ccnc(Br)c3)[nH]2)cc1
  72	72	67	43	47	50	56	54
CC(C)=CCc1cc(/C=C/C(=O)O)ccc1OC(=O)CCc1ccccc1
  108	100	102	101	99	96	/	99
C=CCN1C(=O)[C@@]2(Oc3ccccc3[C@H]3CC(c4ccc(Br)cc4)=NN32)c2ccccc21
  88	61	77	88	45	71	50	50
O[C@@H]1Cc2ccc3ccccc3c2N[C@H](c2cccs2)C1
  107	/	/	105	81	100	101	101
CC(=O)Oc1cccc2cccnc12
  87	105	59	87	98	99	105	96

Shown field by field: entries from further up
COCCn1cc(-c2nc(-c3cccnc3)cs2)c2cc(F)ccc21
  UACC-257: / | SK-MEL-2: 106 | MALME-3M: 100 | M14: 96 | UACC-62: 89 | SK-MEL-5: 83 | EKVX: 91 | A549/ATCC: 90
COc1ccc(NC(=O)Nc2nc(N)n(-c3ccc(S(N)(=O)=O)cc3)n2)cc1
  UACC-257: 103 | SK-MEL-2: 113 | MALME-3M: 88 | M14: 95 | UACC-62: 94 | SK-MEL-5: 98 | EKVX: 104 | A549/ATCC: 88

One compound at a time, as listed above. Order of screens: UACC-257	SK-MEL-2	MALME-3M	M14	UACC-62	SK-MEL-5	EKVX	A549/ATCC
O=C(CCC(=O)Nc1ccc(-n2nnc3cc(Cl)c(Cl)cc32)cc1)Nc1ccc(-n2nnc3cc(Cl)c(Cl)cc32)cc1 reads 102	93	83	92	84	99	85	83
O=C(NNC(=O)c1ccncc1)Nc1ccc([N+](=O)[O-])cc1 reads 116	96	/	116	113	112	92	106
O=S(=O)(Nc1ccc(-c2nc(-c3cccc(O)c3)c(-c3ccnc(Br)c3)[nH]2)cc1)c1ccccc1 reads 44	24	40	26	16	-26*	53	52
CC(C)=CCc1cc(/C=C/C(=O)O)ccc1OC(=O)CCc1ccccc1 reads 108	100	102	101	99	96	/	99
Nc1ccc(-c2cc3c(NCc4ccccc4)ncnc3s2)cc1 reads 86	85	91	103	72	56	58	71
